Growth percent in the NCI-60 one-dose screen (48 h, 10 µM unless noted): 100 = growth as untreated, 0 = no growth, -100 = all killed.
UO-31: UO-31 renal cancer | 81,000 tested, 5.2% active
ACHN: ACHN renal cancer. 81,000 tested, 4.9% active. AID 1794771
TK-10: TK-10 renal cancer cells | 81,000 tested, 3.9% active
RXF 393: RXF 393 renal cancer cells; AID 1794773; 77,000 tested, 6.9% active
A498: A498 renal cancer cells | 76,000 tested, 5.4% active
CAKI-1: CAKI-1 renal cancer. 75,000 tested, 4.7% active
PC-3: PC-3 prostate cancer cells | 80,000 tested, 3.9% active | AID 1794754
SN12C: SN12C renal cancer cells | 81,000 tested, 3.8% active | AID 1794767
786-0: 786-0 renal cancer cells; 81,000 tested, 5.1% active; AID 1794775
Numbers without * were called inactive; x = no result given; & = joins results of further samples. Rule for the calls: active = growth percent below 10; inactive = the rest.

SMILES	UO-31	ACHN	TK-10	RXF 393	A498	CAKI-1	PC-3	SN12C	786-0
CCNc1ncnc2[nH]ncc12	100	98	102	x	97	93	95	97	105
COc1ccc(C2CC(=O)Nc3nc(N)sc32)cc1 (configuration not stated)	82	101	96	117	84	102	98	95	101
C=CCN1C(=O)/C(=C/c2cccs2)SC1=Nc1ccc(Cl)c(Cl)c1	81	94	99	101	70	89	98	92	101
COc1ccc(-c2ccc3cc(C(=O)Nc4ccc(O)c(C(=O)/C=C/c5cc(OC)c(OC)c(OC)c5)c4)ccc3c2)cc1	60	96	100	93	91	87	66	93	102
CCNCCNc1cc(-c2ccc(S(C)=O)cc2)c(C#N)c2nc3ccccc3n12 (configuration not stated)	88	98	93	144	80	92	85	97	99
CS(=O)(=O)c1ccc(C(=O)c2ccc(F)cc2)cc1	87	99	103	110	94	89	97	94	102
NC(=O)c1cc(Cl)ccc1NC(=O)COc1ccccc1	58	58	x	55	83	x	47	64	60
O=CNc1ccc2c(c1)C(=O)c1ccccc1-2	95	101	94	113	91	99	94	104	90
Cc1ccc(N)c([N+](=O)[O-])c1	94	111	103	116	55	104	102	101	101
CCOC(=O)c1ccc(Nc2nc(NN)nc(-c3ccc(F)cc3)c2C#N)cc1	88	103	104	142	101	108	103	103	103
O=[N+]([O-])c1ccc2c([N+](=O)[O-])ccc3c2c1CC3	65	104	110	95	13	88	58	92	96
COc1ccc(C(=O)c2cc(OC)c(OC)cc2C(=O)O)cc1OC	90	x	86	116	116	x	108	113	102
CCCCOc1ncnc2c1CC(C)c1cc(O)ccc1N2C (configuration not stated)	48	88	108	86	65	64	54	87	74
COc1ccc(OC)c(/C=C/C(=O)c2c(C)nc3ccccc3c2/C=C/c2ccccc2)c1	60	75	112	70	83	54	59	58	89
Nc1cc(S(=O)(=O)O)cc2cc(S(=O)(=O)O)cc(S(=O)(=O)O)c12	x	102	108	x	108	76	95	103	106
COc1ccc(N=C2C(=Nc3ccc(OC)cc3)N(c3ccc(N(C)C)cc3)C(=S)N2c2ccc(OC)cc2)cc1	16	82	95	106	71	53	52	106	12
CC[N+](C)(CC)Cc1cc(Nc2ccnc3cc(Cl)ccc23)ccc1O	79	86	87	80	58	89	93	74	79
COc1cc([N+](=O)[O-])ccc1I	100	105	109	113	x	x	83	105	103
CC(=O)Nc1ccc2c(c1)C(=Nc1cccc(C)c1)c1ccccc1-2	x	102	103	64	71	96	101	100	104
N#CC1=C(N)Oc2c(c(=O)[nH]c3ccc(Br)cc23)C12C(=O)Nc1ccccc12 (configuration not stated)	68	101	101	102	116	x	94	88	102
CC(=O)OC[C@H]1OC(Sc2sc(C(=O)c3ccc(Cl)cc3)c(N)c2-c2nc3ccccc3s2)[C@H](OC(C)=O)[C@@H](OC(C)=O)[C@H]1OC(C)=O (some centres not stated)	63	86	128	95	31	62	73	93	91
CN1CCN(CC(=O)N(C)c2ccc(N=C(c3ccccc3)c3c(O)[nH]c4ccc(C#N)cc34)cc2)CC1	24	48	x	3.2*	27	20	36	26	32
COc1ccc(-c2[nH]c(=S)nc3c2c(N)nn3-c2ccccc2)cc1	75	99	114	113	107	89	102	96	105
CCCCCCCCNC(=O)/C(=C\c1ccc2c(c1)OCO2)NC(=O)c1ccccc1	90	98	105	94	99	104	87	100	104
CC(C)(CCN)[N+](=O)[O-]	97	105	103	122	103	98	101	103	105
SMILES	UO-31	ACHN	TK-10	RXF 393	A498	CAKI-1	PC-3	SN12C	786-0
Cn1c(I)c(C#C[Si](C)(C)C)c(=O)n(C(=O)c2ccccc2)c1=O	-78*	11	44	-82*	105	41	-57*	51	-67*
C[N+](C)(C)CC(=O)N/N=C/C(O)C(O)C(O)C(O)CO (configuration not stated)	89	101	96	113	93	101	97	106	100
O=C(NCc1ccccc1)C(c1ccc(O)cc1)N(C(=O)CCc1ccccc1)C1CC1 (configuration not stated)	72	101	97	106	100	87	86	x	99
COc1ccc2nc(-c3ccc(Cl)cc3)cc(C(=O)N3N=C(c4ccc(N)cc4)CC3c3ccccc3)c2c1 (configuration not stated)	46	53	68	35	57	x	36	58	32
CCN(CC)N=Nc1nn(C(=O)Nc2ccc(Cc3ccccc3)cc2)c2ccc(Cl)cc12	66	28	83	116	88	66	70	83	59
Cc1cc(CO)cc(C)c1O	83	111	95	107	98	99	105	112	101
COc1cc(-c2csc(NC(=O)Nc3ccc(F)c(Cl)c3)n2)cc(OC)c1OC	61	37	63	64	58	x	23	65	69
O=c1c(-c2nc3ccccc3s2)cc2c(n1NS(=O)(=O)c1ccccc1)CCCCCC2	83	98	104	102	x	91	99	99	100
COC(=O)C1CCCC1	98	102	102	135	109	117	103	94	95
O=C1OC(c2ccc(Cl)c(Cl)c2)=C/C1=C/c1ccccc1	83	103	112	106	98	84	101	102	105
Nc1c(C(=O)c2ccccc2)oc2nc(-c3cnccn3)cc(-c3cccs3)c12	93	103	129	110	x	99	93	99	78
Cc1ccc2c(Cn3nnc(N)c3C#N)cc(=O)oc2c1	76	108	101	107	88	99	94	95	99
Cc1ccccc1C(=O)c1ccccc1C	75	100	105	113	x	88	85	95	102
O=c1c(CNc2ccc(S(=O)(=O)Nc3ncccn3)cc2)coc2ccccc12	75	90	106	103	102	130	92	90	102
CC(C)=CCC1=C(O)COC1=O	90	112	105	125	89	95	100	107	96
O=C(O)c1cc([N+](=O)[O-])cc2ccccc12	88&71	110&104	88&105	101&115	99&79	99&90	97&96	112&106	108&113
Nc1ccc2c(=O)[nH][nH]c2c1	84	101	117	104	87	95	100	100	92
COc1cc(C)cc(-c2[nH]ncc2-c2cc(NCCCO)nc(-c3cccnc3)n2)c1	57	88	99	92	71	74	82	89	79
CCOC(=O)c1ccc(N/C=C/C(=O)c2ccccc2)cc1	99	98	90	99	100	93	96	100	94
CN(C)c1ccc(/C=C2\Oc3cc(OCCN4CCCCC4)ccc3C2=O)cc1	61	96	105	87	90	92	87	89	92
CCOC(=O)c1cnc2ccc(C)cc2c1Nc1cccc(NS(C)(=O)=O)c1	86	98	104	97	89	93	99	100	100
CCCS(=O)(=O)Oc1ccc(-c2cn3ccoc3n2)cc1	91	101	94	102	93	90	98	96	94
COc1nc2c(c(=O)n1C)N=C1c3ccccc3C(=O)C1C(c1ccccc1)N2 (configuration not stated)	79	94	107	x	89	x	115	95	85
Nc1nn(C(=O)c2ccncc2)cc1-c1ccccc1	75	105	101	103	110	79	100	95	101
CC(C)(C)N1CC(O)C1	87	110	120	93	119	69	116	96	102

Some of these compounds in order of formula weight, smallest number first:
SMILES	UO-31	ACHN	TK-10	RXF 393	A498	CAKI-1	PC-3	SN12C	786-0
COC(=O)C1CCCC1	98	102	102	135	109	117	103	94	95
CC(C)(C)N1CC(O)C1	87	110	120	93	119	69	116	96	102
Nc1ccc2c(=O)[nH][nH]c2c1	84	101	117	104	87	95	100	100	92
Cc1cc(CO)cc(C)c1O	83	111	95	107	98	99	105	112	101
CC(C)=CCC1=C(O)COC1=O	90	112	105	125	89	95	100	107	96
Cc1ccccc1C(=O)c1ccccc1C	75	100	105	113	x	88	85	95	102
O=C(O)c1cc([N+](=O)[O-])cc2ccccc12	88&71	110&104	88&105	101&115	99&79	99&90	97&96	112&106	108&113
Cc1ccc2c(Cn3nnc(N)c3C#N)cc(=O)oc2c1	76	108	101	107	88	99	94	95	99
C[N+](C)(C)CC(=O)N/N=C/C(O)C(O)C(O)C(O)CO (configuration not stated)	89	101	96	113	93	101	97	106	100
CCOC(=O)c1ccc(N/C=C/C(=O)c2ccccc2)cc1	99	98	90	99	100	93	96	100	94
CCCS(=O)(=O)Oc1ccc(-c2cn3ccoc3n2)cc1	91	101	94	102	93	90	98	96	94
COc1nc2c(c(=O)n1C)N=C1c3ccccc3C(=O)C1C(c1ccccc1)N2 (configuration not stated)	79	94	107	x	89	x	115	95	85
CN(C)c1ccc(/C=C2\Oc3cc(OCCN4CCCCC4)ccc3C2=O)cc1	61	96	105	87	90	92	87	89	92
Nc1c(C(=O)c2ccccc2)oc2nc(-c3cnccn3)cc(-c3cccs3)c12	93	103	129	110	x	99	93	99	78
CCOC(=O)c1cnc2ccc(C)cc2c1Nc1cccc(NS(C)(=O)=O)c1	86	98	104	97	89	93	99	100	100
O=c1c(CNc2ccc(S(=O)(=O)Nc3ncccn3)cc2)coc2ccccc12	75	90	106	103	102	130	92	90	102
COc1cc(C)cc(-c2[nH]ncc2-c2cc(NCCCO)nc(-c3cccnc3)n2)c1	57	88	99	92	71	74	82	89	79
O=C(NCc1ccccc1)C(c1ccc(O)cc1)N(C(=O)CCc1ccccc1)C1CC1 (configuration not stated)	72	101	97	106	100	87	86	x	99
COc1cc(-c2csc(NC(=O)Nc3ccc(F)c(Cl)c3)n2)cc(OC)c1OC	61	37	63	64	58	x	23	65	69
Cn1c(I)c(C#C[Si](C)(C)C)c(=O)n(C(=O)c2ccccc2)c1=O	-78*	11	44	-82*	105	41	-57*	51	-67*
CCN(CC)N=Nc1nn(C(=O)Nc2ccc(Cc3ccccc3)cc2)c2ccc(Cl)cc12	66	28	83	116	88	66	70	83	59
COc1ccc2nc(-c3ccc(Cl)cc3)cc(C(=O)N3N=C(c4ccc(N)cc4)CC3c3ccccc3)c2c1 (configuration not stated)	46	53	68	35	57	x	36	58	32

Returning to the listing, repeating the three entries before the break.
SMILES	UO-31	ACHN	TK-10	RXF 393	A498	CAKI-1	PC-3	SN12C	786-0
COc1nc2c(c(=O)n1C)N=C1c3ccccc3C(=O)C1C(c1ccccc1)N2 (configuration not stated)	79	94	107	x	89	x	115	95	85
Nc1nn(C(=O)c2ccncc2)cc1-c1ccccc1	75	105	101	103	110	79	100	95	101
CC(C)(C)N1CC(O)C1	87	110	120	93	119	69	116	96	102
CO[C@H]1CN(C(=O)OC(C)(C)C)CC[C@@H](c2ccccc2)OC(=O)C[C@@]2(O)O[C@H]([C@@H](O)[C@H](O)[C@H]2O)[C@@H](O)/C=C/[C@H]1OC	87	99	97	x	115	98	98	97	106
CCN1C(=O)N(CC)C2C1NN=c1s/c(=C3\C(=O)N(CCC(C)C)c4ccccc43)c(=O)n12 (configuration not stated)	29	31	80	33	-1.4*	30	29	25	29
COc1cccc(/C=N/Nc2nnc3n2N=C(c2ccccc2)CS3)c1	84	103	100	80	93	88	96	99	98
O=C(CCN1CCCC1)Nc1ccc2c(Nc3ccc(Br)cc3)c3ccccc3nc2c1	-97*	29	-36*	47	x	15	4.1*	30	43
COc1ccc(-n2c(-c3ccccc3)c(-c3ccccc3)c3c(SCC(=O)n4[nH]c(C)cc4=O)ncnc32)cc1	74	97	113	85	73	85	70	86	95
CC(O)c1nc2c(c(=O)n(C)c(=O)n2C)n1C (configuration not stated)	91	105	113	x	105	89	x	104	105
COc1ccc(-n2cnc3c(sc4ncc(Cl)cc43)c2=O)cc1	5.6*	82	90	106	77	87	83	101	77
O=[N+]([O-])c1ccccc1NCNc1ccccc1[N+](=O)[O-]	77	102	98	114	84	95	98	104	102
COc1cc(/C=N\NC(=O)c2c(C)nn(CC(O)c3ccccc3)c2N)ccc1OC(F)F (configuration not stated)	86	95	106	113	98	99	90	96	108
CC(=O)C1CCC2C3CC4OCC5(CCC(=O)C=C45)C3CCC12C (configuration not stated)	99	100	110	112	93	88	93	99	106
CCOC(=O)c1cc(C(=O)c2cc(OC)cc(OC)c2)n2ccc(-c3cc[n+](CC(=O)c4cc(OC)cc(OC)c4)cc3)cc12	82	100	131	105	98	91	97	93	x
O=C(NO)c1ccc(Cn2c3c(c4cc(F)ccc42)CS(=O)(=O)CC3)cc1	73	97	87	94	81	x	86	79	105
O=C(NNC(=O)c1ccc(-n2cc(-c3ccccc3)nn2)cc1)NC1CCCCC1	86	101	118	101	103	91	91	102	96
COc1ccc(-c2csc(NC(=O)c3ccccc3CN3C(=O)c4ccccc4C3=O)n2)cc1	79	105	97	83	100	86	85	94	99
COc1cc(NC(C)CCCNC(=O)CCC(=O)NCCCNCCCCCCCNCCCNC(=O)CCC(=O)NCCCC(C)Nc2cc(OC)cc3cccnc23)c2ncccc2c1 (configuration not stated)	99	96	101	104	x	99	91	70	99
CC1=CC(=O)C=CC1=Nc1ccc(O)cc1	64	100	143	108	100	90	87	96	110
COc1cc(CNC(=O)CCCC(C)=CCC/C=C/CCC=C(C)CC/C=C(\C)CCC=C(C)C)ccc1O	85	98	93	97	78	85	87	85	x
CC(=O)c1cc(Cl)ccc1Cl	93	103	99	105	89	101	100	105	100
Cc1cc(C(=O)Nc2ccc(SC#N)cc2)c(C)o1	49	100	101	66	94	82	74	71	88
C=C(C)[C@@H]1CC[C@]2(C(=O)OC)CC[C@]3(C)[C@H](CC[C@@H]4[C@@]5(C)C/C(=C/NC(N)=S)C(=O)C(C)(C)[C@@H]5CC[C@]43C)[C@@H]12	73	78	111	100	114	66	68	59	108

Source: PubChem

Rows are unselected. Share with any hit: about 11%.
